# Source: PubChem BioAssay
# CHRM5 PAM: CHRM5 positive allosteric modulation; P08912; CHO-K1 hM5, Fluo-8 calcium, ACh EC20 PAM; 0% = ACh EC20, 100% = ACh EC100; activation, % at 3 µM; 360,000 compounds, 0.3% hits;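 active = activation above the run cutoff, the mean activation of all test compounds plus 3 SD, cut at about 18% in these data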
#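 Test system: CHO-K1 hM5 cells / Doses: single-point, 3 µM nominal / Times: Post-acetylcholine fluorescence recording 140 s / Technique: Fluo-8 calcium fluorescence / Measure: Max/basal fluorescence ratio as % of EC20–EC100 ACh window / Benchmarks: low control EC20 acetylcholine (0%), high control EC100 acetylcholine (100%) / Replicates: one well per compound, no replicates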
# CRFBP-R2 agonist: agonists of human CRF-binding protein/CRF-R2 receptor complex. HEK293 CRF-R2/CRF-BP, calcium dye fluorescence (FLIPR); percent of saturating CRF peptide response. activation, % at 13.2 µM. 350,000 compounds, 0.46% hits;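 active = activation of at least 50%, plus an integration ratio under a set limit after plate pattern correction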;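 note: plate controls were neutral control wells without compound for no effect and CRF at EC100 for full effect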
# CHRM5 agonist: agonists of human muscarinic M5 receptor (CHRM5). 360,000 compounds, 0.19% hits. activation, % at 3 µM. CHO-K1 hM5 cells, Fluo-8 calcium fluorescence; 0% DMSO wells, 100% maximal acetylcholine response;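 active = activation above the run's mean over test compounds plus 3 SD, cut at about 23% in these data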;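 note: signal is peak over basal fluorescence ratio across the kinetic read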
# CHRM4 PAM: CHRM4 positive allosteric modulation; CHO-K1 hM4/Gqi5, Fluo-8 calcium fluorescence, ACh EC20; 0% = ACh EC20, 100% = maximal ACh; activation, % at 3 µM; 360,000 compounds, 0.4% hits; AID 624126;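 active = activation above its plate's cutoff, the mean activation of sample wells plus 3 SD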; note: some results filed as inactive read as strong as hits
# Target sequence (P08173 whole entry, looked up): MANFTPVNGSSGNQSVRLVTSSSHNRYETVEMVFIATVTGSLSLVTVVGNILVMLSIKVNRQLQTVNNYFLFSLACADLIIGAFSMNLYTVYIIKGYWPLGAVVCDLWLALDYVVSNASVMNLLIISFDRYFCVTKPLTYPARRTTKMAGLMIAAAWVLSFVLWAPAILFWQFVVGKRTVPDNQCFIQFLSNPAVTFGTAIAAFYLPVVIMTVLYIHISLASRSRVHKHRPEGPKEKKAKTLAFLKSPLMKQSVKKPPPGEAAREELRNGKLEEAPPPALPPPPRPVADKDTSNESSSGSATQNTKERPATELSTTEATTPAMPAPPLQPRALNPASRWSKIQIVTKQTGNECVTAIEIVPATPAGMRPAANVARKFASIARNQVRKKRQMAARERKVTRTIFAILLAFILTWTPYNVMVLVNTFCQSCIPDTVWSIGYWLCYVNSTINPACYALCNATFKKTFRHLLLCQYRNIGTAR
# TAAR1 antag: human TAAR1 antagonism; CHO RD-HGA16 TAAR1, Fluo-8 calcium fluorescence, antagonist; Q96RJ0; 360,000 compounds, 1.5% hits; inhibition, % at 3 µM;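 active = inhibition above a per-plate cutoff, the mean inhibition of test compounds on that plate plus 3 SD, cut at about 49% in these data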;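 note: 0% = DMSO plus EC80 beta-PEA response and 100% = DMSO alone without agonist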
# Target sequence (Q96RJ0 whole entry, looked up): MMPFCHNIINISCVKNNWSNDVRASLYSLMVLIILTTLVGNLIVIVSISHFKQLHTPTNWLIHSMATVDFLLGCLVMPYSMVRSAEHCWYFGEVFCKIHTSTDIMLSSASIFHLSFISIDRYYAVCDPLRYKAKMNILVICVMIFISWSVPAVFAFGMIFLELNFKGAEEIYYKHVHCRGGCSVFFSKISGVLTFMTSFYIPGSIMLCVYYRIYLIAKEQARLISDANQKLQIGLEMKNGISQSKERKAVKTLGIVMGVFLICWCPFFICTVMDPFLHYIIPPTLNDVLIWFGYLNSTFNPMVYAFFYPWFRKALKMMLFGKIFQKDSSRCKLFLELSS
#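 Material: RD-HGA16 CHO cells with stable hTAAR1 and Gα16; Dosing: single nominal final test compound concentration of 3 µM; Schedule: seeding 17-24 h prior, 75-min 37 °C, 30-min RT dye loading; Detection: kinetic Fluo-8 calcium fluorescence measurement; Measure: % inhibition from peak post-agonist over basal fluorescence ratio; Benchmarks: vehicle and agonist controls.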
# CHO-K1 Ca PAM: M1 PAM counterscreen hit in parental CHO-K1 cells | 360,000 compounds, 0.02% hits | activation, % at 3 µM | ATP EC20, Fluo-8 calcium fluorescence; 0% at ATP EC20, 100% at ATP max;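 active = activation above the run cutoff, the mean activation of all test compounds plus 3 SD, cut at about 40% in these data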;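 note: peak over basal fluorescence ratio in a 140 s read after ATP addition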
# CRFBP-R2 block: blocks CRF-induced signaling of the CRF-BP/CRF-R2 complex. HEK293 CRF-R2/CRF-BP, CRF-induced calcium fluorescence. 350,000 compounds, 0.59% hits. inhibition, % at 11.8 µM. AID 588475;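 active = inhibition of the ligand-induced calcium signal above about 50% at the single tested concentration, limit read from the data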
# TAAR1 agonist: human TAAR1 agonism | Q96RJ0 | CHO RD-HGA16 TAAR1, Fluo-8 calcium fluorescence; vehicle wells 0%, saturating PEA agonist 100% | activation, % at 3 µM | 360,000 compounds, 0.99% hits | AID 624467;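 active = activation above the mean activation of all test compounds in the run plus 3 SD, cut at about 38% in these data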
#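 System: CHO-derived RD-HGA16 cells with stable Gα16 and human TAAR1. Times: 17-24 h plating, Fluo-8 75 min 37 °C, 30 min RT. Measured by: calcium-sensitive Fluo-8 signal, excitation 470-495, emission 515-575 nm. Read-out basis: % activation relative to PEA EC100 response. Control set: DMSO and PEA EC100. Repeats: no replicates (n 1).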
# CHRM5 antagonist: antagonists of human muscarinic M5 receptor (CHRM5); inhibition, % at 3 µM; CHO-hM5 cells, Fluo-8 calcium fluorescence, ACh EC80; 360,000 compounds, 0.59% hits; AID 624040;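 active = inhibition above a per-plate cutoff, the mean of that plate's test compounds plus 3 SD, cut at about 27% in these data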;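 note: 0% = acetylcholine EC80 with DMSO and 100% = DMSO without agonist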
# The depositor's hits bear a star; · = not tested or not shown.
entry	SMILES	CHRM5 PAM	CRFBP-R2 agonist	CHRM5 agonist	CHRM4 PAM	TAAR1 antag
1	NC(=O)c1ccc(F)cc1	2	1.3	3	1	7
2	Cc1nnc(NC(=O)c2ccc(-c3ccc(Cl)cc3)o2)s1	-6	0.8	-3	-4	-11
3	CNC(=S)N(Cc1ccc2c(c1)OCO2)C1CC(=O)N(c2ccccc2)C1=O (stereo not given)	0	0.8	1	-2	0
4	CCN(c1ccc(NC(=O)COC(=O)c2ccc(C)c(S(=O)(=O)N3CCOCC3)c2)cc1)C(C)C	-3	-0.4	-3	-16	7
5	CCCCc1c(C)nc2ccccc2c1SCCC(=O)O	6	-0.8	-3	0	-28
6	C=CCn1cc(-c2cccc(Cl)c2)cc(C#N)c1=O	-1	0.9	0	8	2
7	Cc1ccc(NC(=O)c2cccc(S(=O)(=O)N3CCCc4ccccc43)c2)nc1	-4	0.1	-4	-2	-13
8	CCn1cc(S(=O)(=O)Nc2nc3ccc(OC)cc3s2)cn1	-2	0.4	-4	10	-30
9	C(=N\n1cnnc1)/c1cccc(Oc2ccccc2)c1	5	0.3	-1	3	-2
10	Cc1ccc(NC(=O)C2(S(=O)(=O)c3ccc(C)cc3)CC2)cc1	2	-11	-3	-4	·

entry	CHO-K1 Ca PAM	CRFBP-R2 block	TAAR1 agonist	CHRM5 antagonist
1	7	5	0	-3
2	4	10	-1	9
3	14	-10	12	-7
4	4	-7	6	1
5	2	-10	-1	3
6	8	-8	5	-2
7	-1	10	-3	5
8	5	-6	0	-10
9	-2	4	13	-3
10	1	21	·	-1

# Exported with two lines to a compound: entries from further up.
# Results follow in this order: CHRM5 PAM | CRFBP-R2 agonist | CHRM5 agonist | CHRM4 PAM | TAAR1 antag | CHO-K1 Ca PAM | CRFBP-R2 block | TAAR1 agonist | CHRM5 antagonist
1) NC(=O)c1ccc(F)cc1
 : 2 | 1.3 | 3 | 1 | 7 | 7 | 5 | 0 | -3
2) Cc1nnc(NC(=O)c2ccc(-c3ccc(Cl)cc3)o2)s1
 : -6 | 0.8 | -3 | -4 | -11 | 4 | 10 | -1 | 9
3) CNC(=S)N(Cc1ccc2c(c1)OCO2)C1CC(=O)N(c2ccccc2)C1=O (stereo not given)
 : 0 | 0.8 | 1 | -2 | 0 | 14 | -10 | 12 | -7
4) CCN(c1ccc(NC(=O)COC(=O)c2ccc(C)c(S(=O)(=O)N3CCOCC3)c2)cc1)C(C)C
 : -3 | -0.4 | -3 | -16 | 7 | 4 | -7 | 6 | 1
5) CCCCc1c(C)nc2ccccc2c1SCCC(=O)O
 : 6 | -0.8 | -3 | 0 | -28 | 2 | -10 | -1 | 3
6) C=CCn1cc(-c2cccc(Cl)c2)cc(C#N)c1=O
 : -1 | 0.9 | 0 | 8 | 2 | 8 | -8 | 5 | -2
7) Cc1ccc(NC(=O)c2cccc(S(=O)(=O)N3CCCc4ccccc43)c2)nc1
 : -4 | 0.1 | -4 | -2 | -13 | -1 | 10 | -3 | 5
8) CCn1cc(S(=O)(=O)Nc2nc3ccc(OC)cc3s2)cn1
 : -2 | 0.4 | -4 | 10 | -30 | 5 | -6 | 0 | -10

# (listing goes on)
entry	SMILES	CHRM5 PAM	CRFBP-R2 agonist	CHRM5 agonist	CHRM4 PAM	TAAR1 antag
11	COc1ccc(CCC2(C)OCC(CCCCO)O2)cc1 (stereo not given)	7	0.9	8	12	-8
12	COc1cc(/C=C/C(=O)OCC(=O)N(C)Cc2ccccc2)ccc1O	-3	-0.1	4	-4	3
13	COc1ccc(-c2sc(NC(=O)c3ccc(C)cc3)nc2-c2ccc([N+](=O)[O-])cc2)cc1	-2	6.1	-1	1	-19
14	CC(C)c1ccc(NC(=O)C2CC(=O)N(C3CCCC3)C2)cc1 (stereo not given)	-3	0.7	-3	18*	-10
15	O=C(Nc1nnc([C@@H]2C[C@H](O)[C@@H](CO)O2)s1)NC(c1ccccc1)c1ccccc1	-5	·	-2	7	-25
16	Cc1cc(Nc2ccccc2)cc(=O)n1C	6	-0.7	-5	1	-9
17	O=C(Cn1cnc2ccccc2c1=O)Nc1ccc(S(=O)(=O)N2CCCC2)cc1	-19	0.6	3	-13	-3
18	COc1ccc(-c2csc(NC(=O)c3ccccc3OC)c2C(=O)O)cc1OC	2	-0.7	1	9	-10
19	CCN(CC)c1ccc(NC(=S)Nc2ccc(F)cc2)cc1	-14	0.5	1	-9	17
20	COc1ccc(C(=O)NC(=S)N(Cc2ccccc2)Cc2ccccc2)cc1	-1	1.1	-3	-2	7

entry	CHO-K1 Ca PAM	CRFBP-R2 block	TAAR1 agonist	CHRM5 antagonist
11	-17	15	3	4
12	-23	-1	4	5
13	9	24	0	4
14	16	-15	0	6
15	8	·	10	-5
16	10	4	2	8
17	3	7	1	13
18	-5	12	2	2
19	-8	-16	5	16
20	-2	16	2	0

# Other compounds.
entry	SMILES	CHRM5 PAM	CRFBP-R2 agonist	CHRM5 agonist	CHRM4 PAM	TAAR1 antag
21	CCSc1ncc(Cl)c(C(=O)Nc2ccccc2C)n1	4	-4.0	-8	-2	-20
22	CC(=O)NC1CCC(C(=O)O)(c2ccccc2)C1 (stereo not given)	3	0.5	-3	4	-1
23	COc1ccc(OCCCC(=O)OCC(=O)Nc2c(C)nn(-c3ccccc3)c2C)cc1	-7	-0.1	4	-7	27
24	c1ccc(Cn2nnc3c(Nc4ccc5c(c4)OCO5)nc(C4CC4)nc32)cc1	-2	-1.2	0	5	11
25	CC(=O)c1ccc(-n2c(-c3cc(-c4ccco4)[nH]n3)n[nH]c2=S)cc1	5	-1.1	4	-9	-2
26	Cc1ccc(NC(=O)n2ncc3c(C)cccc32)c(C)c1	1	6.9	-1	-3	-22
27	CCOc1ccc(-n2c(Cc3ccccc3)nnc2SCc2c(C)noc2C)cc1	3	-1.6	-5	-3	-14
28	CCOC(=O)CCc1c(C)c2ccc(OC3CCCCC3=O)cc2oc1=O (stereo not given)	-6	1.8	-1	-8	-23
29	CCOc1ccc(-c2nnn(CC(=O)NCCc3c[nH]c4ccccc34)n2)cc1	-4	0.3	0	4	26
30	CCOC(=O)c1c(NC(=O)CSc2nnc(CNc3ccc(F)cc3)o2)sc(C(C)=O)c1C	-1	0.0	0	-3	-4

entry	CHO-K1 Ca PAM	CRFBP-R2 block	TAAR1 agonist	CHRM5 antagonist
21	3	-3	7	-2
22	13	-1	2	0
23	12	15	11	6
24	16	-51	10	0
25	-5	-13	-2	1
26	10	-17	-1	6
27	-6	10	12	0
28	-3	-22	8	13
29	-7	14	5	5
30	15	0	6	-1

# More results follow:
entry	SMILES	CHRM5 PAM	CRFBP-R2 agonist	CHRM5 agonist	CHRM4 PAM	TAAR1 antag
31	Cc1ccc2nc(-c3ccc(NC(=O)COC(=O)c4ccc([N+](=O)[O-])o4)cc3)sc2c1	0	-2.3	-1	-1	9
32	O=C(Nc1nc(-c2ccccn2)cs1)C1CCCC1	10	-4.2	-11	-1	-5
33	CC1(C)Cc2ccccc2-c2nnc(SCC(=O)Nc3nc4ccccc4s3)n21	1	4.5	-1	0	5
34	COc1ccc(-c2ccc(C(=O)NCc3ccc(C(F)(F)F)cc3)c3occc23)c(C)c1	-8	·	2	-5	-6
35	COC(=O)c1cc(NC(=O)Nc2cccc(Cl)c2)ccc1Cl	-22	26	11	-13	60*
36	O=C(COC(=O)c1ccc(Br)o1)NCC1CCCCC1	-1	0.2	-2	-2	5
37	Cc1cc(NC(=O)CSCC(=O)OC(C)C(=O)c2cc(C)c(C)cc2C)no1 (stereo not given)	-9	-0.2	-1	4	-2
38	CC(=O)Nc1ccc(NC(=O)CCc2c(C)noc2C)cc1	-1	-2.1	0	11	0
39	CN(C)CCCNC(=O)c1cc(C(=O)c2c(Cl)cccc2Cl)c[nH]1	-2	-0.6	-6	4	4
40	O=C(NCCc1ccccc1)N1CCCC(CNS(=O)(=O)Cc2ccccc2)C1 (stereo not given)	2	0.2	5	-2	-10

entry	CHO-K1 Ca PAM	CRFBP-R2 block	TAAR1 agonist	CHRM5 antagonist
31	25	9	1	2
32	19	-4	0	3
33	-4	-18	17	-5
34	11	·	2	8
35	-5	11	10	32*
36	-7	-5	0	16
37	14	15	1	6
38	10	-7	2	11
39	-2	-13	4	9
40	8	0	16	0

# Carrying on:
entry	SMILES	CHRM5 PAM	CRFBP-R2 agonist	CHRM5 agonist	CHRM4 PAM	TAAR1 antag
41	Cc1cc(C(=O)NC2CCCC2)on1	-3	3.0	2	4	-4
42	CC1(C(=O)Nc2ccc3c(c2)OCCO3)CSCC(=O)N1Cc1ccco1 (stereo not given)	-10	·	-6	-5	0
43	CCC(=O)Nc1ccc(-c2nnc(SCC(=O)NCC3CCCO3)n2C)cc1 (stereo not given)	3	-2.2	1	0	-7
44	Cc1c(N=C2NC(=O)/C(=C/c3ccc(O)cc3)S2)c(=O)n(-c2ccccc2)n1C	5	0.2	-1	8	1
45	c1ccc(C2Nc3cccc4cccc(c34)N2)cc1	0	2.5	-3	-1	-6
46	Brc1ccc2oc3c(N4CCOCC4)ncnc3c2c1	-10	0.0	2	-3	13
47	COc1cccc(NC(=O)COC(=O)c2ccc(F)cc2F)c1	2	-3.6	2	-3	5
48	Cc1c(OCC(=O)NCCCN2CCOCC2)ccc2c3c(c(=O)oc12)CCC3	3	5.0	-4	7	-13
49	CCCCC(=O)N(C)c1c(C)nc2ccc(C(=O)N3CCNC(=O)C3)cn12	-2	·	0	-3	-18
50	Fc1ccccc1/C=N/NC(=S)Nc1ccc(Cl)cc1Cl	1	-0.8	-1	-13	-2

entry	CHO-K1 Ca PAM	CRFBP-R2 block	TAAR1 agonist	CHRM5 antagonist
41	15	6	0	5
42	·	·	0	-6
43	24	26	3	-5
44	-6	-23	6	0
45	19	4	1	15
46	9	7	9	8
47	-12	33	3	-1
48	23	2	4	5
49	2	·	1	3
50	-11	-12	0	-5

# Additional structures follow.
entry	SMILES	CHRM5 PAM	CRFBP-R2 agonist	CHRM5 agonist	CHRM4 PAM	TAAR1 antag
51	O=C(C[C@H]1CC[C@@H](NS(=O)(=O)c2ccccc2)[C@@H](CO)O1)NCc1ccc(Cl)c(Cl)c1	-4	·	0	3	-11
52	N#CC1C(=O)NC(=O)C(C#N)C12CCCC2 (stereo not given)	2	·	2	-1	-16
53	COc1ccc(C(=O)C(CCCCC(CN(C)C)C(=O)c2ccc(OC)cc2)CN(C)C)cc1 (stereo not given)	0	0.7	-4	2	0
54	N#C/C(=C(/O)CO/N=C/c1ccccc1Cl)c1nc2ccccc2[nH]1	0	-0.2	0	1	-21
55	Cc1ccc2cc(CCNC(=O)C3CCCC3)c(=O)[nH]c2c1	-2	0.1	0	9	-11
56	CSc1ccccc1C(=O)Nc1cc([N+](=O)[O-])ccc1C	3	-3.6	2	4	-13

entry	CHO-K1 Ca PAM	CRFBP-R2 block	TAAR1 agonist	CHRM5 antagonist
51	·	·	3	14
52	11	·	2	-5
53	14	-8	0	-4
54	-11	6	1	5
55	12	-11	1	-7
56	-2	12	1	8
